# AmpC inh detg: AmpC beta-lactamase inhibition with detergent present | P00811 | AmpC hydrolysis of nitrocefin, absorbance 480 nm, 0.01% Triton | Potency, µM (series often up to 114 µM), for inactives: at the top dose activity change, negative = inhibition, hits mostly inhibitors | actives 0.041% (n = 370,000) | AID 485294;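 note: potency is the fitted concentration of half-maximal effect; 0% = no-compound wells and -100% = no-enzyme wells; nearly all actives have a fitted effect of over 25% in size; some results filed as inactive show a strong effect at the top dose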
# Target sequence (P00811 whole entry, looked up): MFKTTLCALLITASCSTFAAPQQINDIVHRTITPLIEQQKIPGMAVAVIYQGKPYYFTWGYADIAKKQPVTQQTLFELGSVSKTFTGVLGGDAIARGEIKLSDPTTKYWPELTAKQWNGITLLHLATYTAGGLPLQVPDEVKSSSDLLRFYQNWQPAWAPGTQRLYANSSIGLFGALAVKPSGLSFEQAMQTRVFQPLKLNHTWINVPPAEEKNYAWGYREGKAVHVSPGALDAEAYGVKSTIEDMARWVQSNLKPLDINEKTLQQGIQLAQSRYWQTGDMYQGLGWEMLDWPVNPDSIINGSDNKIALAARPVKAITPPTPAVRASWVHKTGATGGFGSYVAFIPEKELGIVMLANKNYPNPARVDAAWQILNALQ
#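 AmpC (5.3 nM in the dispensed reagent) in 20 mM phosphate pH 7.0 with 0.01% (detergent screen) or 0.0001% Triton X-100 was preincubated with compounds for 15 min at room temperature. Nitrocefin was then added from an 800 uM solution, and hydrolysis was followed at 480 nm.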
# HCMV inh: inhibitors of human cytomegalovirus; AID 1259415; HFF cells, HCMV-luciferase reporter, 72 h; active compounds read low; actives 4.5% (n = 410,000); activity change, negative = inhibition, % at 57.5 µM; in the data active = activity change below about -60%; inconclusive = no clear call, values can overlap the other calls; inactive = above about -39%
#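 Human foreskin fibroblasts infected with luciferase-reporter HCMV at MOI 1 PFU/cell, compounds at two doses. Luciferase measured 72 h post infection; normalized to buffer-only basal and Salinomycin (10uM) controls.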
# AmpC no deterg: AmpC beta-lactamase inhibition without detergent | P00811 | AmpC nitrocefin hydrolysis, absorbance 480 nm, 0.0001% Triton | Potency, µM (series often up to 57.1 µM), inactives show at the top dose activity change, negative = inhibition, hits mostly inhibitors | actives 0.52% (n = 330,000);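 note: potency is the fitted concentration of half-maximal effect; plate controls were no compound for no effect and no enzyme for full effect; nearly all actives have a fitted effect of over 20% in size; some results filed as inactive show a strong effect at the top dose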
#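 AmpC (5.3 nM in the dispensed reagent) in 20 mM phosphate pH 7.0 with 0.01% (detergent screen) or 0.0001% Triton X-100 was preincubated with compounds for 15 min at room temperature. Nitrocefin was then added from an 800 uM solution, and hydrolysis was followed at 480 nm.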
# Sm TGR block: inhibitors of Schistosoma mansoni thioredoxin glutathione reductase | Q962Y6 | purified TGR, DTNB reduction, TNB absorbance 405 nm | Potency, µM (highest dose often 114 µM), without a hit: at the top dose activity change, negative = inhibition, usual class: inhibitors | actives 3% (n = 360,000) | AID 485364; note: potency is the fitted concentration of half-maximal effect; nearly all actives have a fitted effect of over 60% in size
#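 First, TGR (20 nM dispensed) and NADPH were mixed with compound. Second, a 15 min room-temperature incubation followed. Third, further NADPH and then DTNB were added to start the reaction. Finally, TNB absorbance was monitored kinetically.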
# FBPA Giardia inh: Giardia lamblia aldolase inhibition; A8B2U2; purified Giardia FBPA; Potency, µM (highest dose often 59.6 µM), without a hit: at the highest dose activity, negative = inhibition, most hits filed as inhibitors; actives 0.71% (n = 290,000); AID 2451; note: potency is the fitted concentration of half-maximal effect; nearly all actives have a fitted effect of over 55% in size
# Target sequence (A8B2U2 whole entry, looked up): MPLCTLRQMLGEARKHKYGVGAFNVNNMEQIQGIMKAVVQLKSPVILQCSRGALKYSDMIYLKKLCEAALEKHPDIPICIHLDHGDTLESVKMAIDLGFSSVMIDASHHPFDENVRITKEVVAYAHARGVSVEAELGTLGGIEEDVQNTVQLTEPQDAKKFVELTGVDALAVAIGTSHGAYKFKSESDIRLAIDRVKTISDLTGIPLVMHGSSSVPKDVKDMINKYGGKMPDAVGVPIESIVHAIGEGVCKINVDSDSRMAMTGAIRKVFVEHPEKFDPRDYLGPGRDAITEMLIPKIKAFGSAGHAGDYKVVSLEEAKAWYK
#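 40 nM FBPA preincubated 10 min at RT with compound (up to 57.5 uM final), then substrate plus GAPDH/TPI/NAD/arsenate coupling and diaphorase/resazurin added. Fluorescence read after 20 min at RT, 525/598 nm.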
# AMA1 RON2 block: disrupts binding of P. falciparum AMA1 to RON2; AlphaScreen AMA1-biotinylated RON2 peptide binding; Potency, µM (titrated, usually from 58.2 µM), without a hit: at the highest dose activity change, negative = inhibition, hits mostly inhibitors; actives 0.2% (n = 360,000);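 note: potency is the fitted concentration of half-maximal effect; 0% = vehicle wells and -100% = peptide control; nearly all actives have a fitted effect of over 45% in size; some results filed as inactive show a strong effect at the top dose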
#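 AMA1 (3D7) with his tag at 25 nM final met compounds first, then biotinylated RON2 peptide at 25 nM; detection used donor plus acceptor beads, 10 µg/mL apiece, read by AlphaScreen after 30 min at room temperature.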
# Starred values were filed as active, the others as inactive; ? = inconclusive; nt = no result given; [ ] = dose if it differs, or a comment. Unless noted, calls come from the whole dose curve; as a rule, active = well fitted curve in the direction sought with a large enough effect; inconclusive = small, poorly fitted or top-dose-only effect, or another doubt; inactive = no such curve, though single readings can be large; an effect the other way counts as inactive or inconclusive. Unless noted, % is set by controls: 0 for no effect and ±100 for the full control effect. Random draw from the library. About 7.8% of those tested had a hit in this group.
SMILES,AmpC inh detg,HCMV inh,AmpC no deterg,Sm TGR block,FBPA Giardia inh,AMA1 RON2 block
COC(=O)c1cc(Br)ccc1N(Cc1cc(OC)cc(OC)c1)S(C)(=O)=O,-3%,-3,54%,3%,nt,17%
CC(=O)/C(N=Nc1ccc(-n2ccc(C(F)(F)F)n2)cc1)=C(\C)O,-1%,4,-2%,21%,-7%,-22%
COc1cc(OC)c(NC(=O)COc2ccccc2-c2nnc(-c3ccccc3)o2)cc1Cl,-3%,19,nt,-2%,nt,nt
CCOc1ccc(NC(C)=O)cc1N,5%,6,-3%,-14%,nt,-5%
COc1ccc(NC(=O)N(C2CCCCC2)C(C)c2ccco2)c(OC)c1 (centres undefined),-11%,3,0%,-26%,-15%,-5%
Cn1cc(S(=O)(=O)c2ccccc2)c(=O)c2cc(Cl)ccc21,-3%,0,-1%,-3%,nt,4%
CC(=O)c1cc2c(cc1NC(=O)CN1CCN(c3ccc(F)cc3)CC1)OCO2,-13%,49,-11%,-1%,1%,-8%
Cc1ccc(C)c(NC(=O)CN(C)C(=O)c2oc3c(Cl)cccc3c2C)c1,?,-27,26%,0%,nt,-1%
COc1ccc(NC(=O)Cc2ccc(Cl)cc2)cc1NC(=O)c1ccco1,-12%,-86*,-40%,-1%,3%,-2%
COc1cccc(CNC(=O)CCNC(=O)c2ccccc2OC)c1,1%,-6,-17%,2%,nt,-6%
CN1CCN(Cc2c(O)ccc3cc(-c4ccc(Cl)cc4)c(=O)oc23)CC1,11%,-18,nt,-1%,nt,nt
Cc1cnc(NC(=O)CN2CCN(c3ccccc3F)CC2)s1,0%,80,-17%,-25%,0%,-6%
CCCC(=O)N1CCN(c2ccc(NC(=O)c3cccs3)cc2Cl)CC1,1%,2,-9%,-12%[57.1 µM],-10%,13%
CC(=O)Nc1ccc(S(=O)(=O)NCC2CCC(C(=O)NCCc3ccc(C)cc3)CC2)cc1 (centres undefined),1%,-2,nt,8%,nt,nt
CC(=O)NN1CCc2cc3ccc(C)cc3nc21,-6%,44,-15%,-10%,-2%,8%
Cc1ccc(-c2nnn(CC(=O)N(c3ccc(F)cc3)C(C(=O)NC(C)(C)C)c3ccco3)n2)o1 (centres undefined),3%,-15,-13%,-1%,-5%,-8%
O=C1[C@H]2[C@H](ON3CCCC[C@H]23)C(=O)N1c1ccc(Cl)cc1,6%,?,-12%,2%,1%,4%
COCCN(C(=O)CSc1nnc2cc(C)c3ccccc3n12)c1c(N)n(Cc2ccccc2)c(=O)[nH]c1=O,-7%,-94*,-30%,0%,1%,-13%
CN(C(=O)COC(=O)c1cccc(S(=O)(=O)N2CCCCC2)c1)C1CCS(=O)(=O)C1 (centres undefined),?,4,-12%,-12%,nt,10%
CN(C)C(=O)C(=O)c1c(-c2ccccc2)cc2ccccn12,0%,?,-2%,-2%,21%,7%
COc1ccc(C(CNC(=O)c2ccc(NS(=O)(=O)c3cccc([N+](=O)[O-])c3)cc2)N2CCOCC2)cc1 (centres undefined),-5%,1,-2%,3%,14%,9%
O=C(OCc1c(Cl)cccc1Cl)c1cccnc1Cl,?,-19,-21%,-18%,8%,0%
CN(C)CCN(Cc1ccccc1)S(=O)(=O)c1ccc(-c2cc(C(F)(F)F)on2)s1,-3%,-100*,nt,9%,nt,nt
COc1cccc(/C=N/NC(=O)CSc2cccc3cccnc23)c1,2%,-92*,-31%,5%,?,3%
O=C(NC1CCCCCC1)c1c(F)c(F)c(F)c(F)c1F,?,21,-15%,1%,0%,6%
CCn1cc(C(=O)Nc2cccc(C)c2)c(=O)c2ccc(C)nc21,5%,nt,-10%,9%,-4%,nt
COc1ccc(NC(=O)CC2C(=O)N(c3ccccc3)C(=O)N2Cc2ccco2)cc1 (centres undefined),0%,-15,-25%,-13%,5%,0%
COc1cc(/C=C/C(=O)O)cc(S(=O)(=O)NC2CCCC2)c1OC,0%,-18,-22%,4%,-8%,3%
Cc1ccc(C(=O)OCc2c(C)noc2C)cc1NC(=O)c1ccco1,-9%,9,-15%,-7%,10%,-8%
CCOC(=O)C(C(=O)Nc1ccccc1C)C1CCCCC1 (centres undefined),-9%,-29,-11%,3%,2%,-5%
O=C(COC(=O)c1ccc(Cl)c(S(=O)(=O)N2CCN(c3ccc(F)cc3)CC2)c1)Nc1cccc(Cl)c1,?,-13,-50%,8%,0%,-24%
CC1(C)CCc2cc(-c3ccnc(=S)[nH]3)ccc2O1,0%,?,-35%,2%,15%,69%[activator]
Cc1ccc(C(=O)Nc2ccccc2N2CCCCC2)cc1,-9%,-11,-21%,-4%,4%,0%
Cc1ccc(CNC(=O)CCCn2c(=O)c3ccccc3n(Cc3ccc(Cl)cc3)c2=O)cc1,0%,6,nt,-3%,nt,nt
O=C(CN1CCN(c2ccccn2)CC1)NCCc1ccccc1,-10%,33,4%,-1%[11.4 µM],5%,1%
COc1ccc(Cl)cc1NC(=O)C1CCCO1 (centres undefined),?,-8,-15%,34%,-9%,4%
COc1ccccc1OCC(=O)NCCS(=O)(=O)N1CCN(c2ccc(F)cc2)CC1,3%,-40,121%[activator],-10%,-2%,-10%
CSc1nc(N(C)C)nc(N(C#N)CCOC(C)=O)n1,4%,-6,4%,3%,7%,8%
O=C(Oc1ccc(/C=N/O)cc1)c1ccccc1Cl,-4%,-29,-3%[2.29 µM],-3%,0%,2%
O=C(C(=O)c1cccnc1)c1cccnc1,?,6,-12%,20%,-11%,4%
N/C(=N\OC(=O)c1cc([N+](=O)[O-])ccc1Cl)c1ccccn1,1%,31,-9%,?,-2%,18%
CCc1nnc(NC(=O)c2ccc(S(=O)(=O)N3CCOCC3)cc2)s1,?,19,-20%,-2%,10%,-7%
CC(=O)C1=C(C)NC(SCC(N)=O)=C(C#N)C1C (centres undefined),-7%,?,-9%,-34%,?,46%[activator]
Cc1ccc(C)n1-c1ccc(-n2cnnn2)cc1,?,20,-3%,?,-15%,9%
CN1CCN(c2ncnc3scc(-c4ccccc4Cl)c23)CC1,-11%,-73*,33%,-15%,1%,-4%
CCC1(C)NC(=O)N(CC(=O)N2CCC(Cc3ccccc3)CC2)C1=O (centres undefined),2%,-33,27%,-19%,nt,126%[activator]
Cc1nn(-c2ccc(N3CCOCC3)nn2)c(C)c1CCC(=O)Nc1ccc(F)cc1F,27%,14,nt,7%,nt,nt
O=C(COC(=O)Cc1cn2ccsc2n1)NC12CC3CC(CC(C3)C1)C2,-21%,-16,-11%,6%,-7%,-3%
O=C(N/N=C/c1cccc2ccccc12)c1cccs1,-5%,nt,-36%,0%,1%,7%
Cc1ccc(C(C)C)c(OCC(=O)NCC2(N3CCOCC3)CCCCC2)c1,-1%,?,nt,-17%,nt,nt
Cc1nc2ccc(Nc3ccncc3)cc2s1,-3%,13,1%[2.29 µM],-1%,0%,1%
CSc1ccc(CN2CCN(C(=O)c3ccncc3)CC2)cc1,6%,?,2%,nt,0%,7%
COCCCNS(=O)(=O)c1ccc2[nH]c(=O)[nH]c2c1,2%,-9,19%,-6%,5%,19%
Cc1c(CNC2CCCC2)c(C(=O)O)c(C)n1Cc1ccccc1,?,-11,-20%,-21%,8%,5%
O=C1C(C=NCCN2CCOCC2)=C(O)c2ccccc21,-5%,66,-16%,-8%,-9%,-7%[2.32 µM]
O=C(NCCc1ccccc1)Nc1ccc(Cl)cc1,-15%,15,2%,5%,0%,-4%
CCn1ncc(/C=C/C(=O)c2ccccc2)c1C,9%,17,0%,-1%,-3%,-25%
NC(=O)c1cc(S(=O)(=O)NCCc2ccc(S(N)(=O)=O)cc2)cs1,-10%,0,-26%,-2%,-2%,7%
CNS(=O)(=O)c1ccc(C(=O)NCC(=O)NCCc2ccc3c(c2)OCCO3)cc1,?,-5,-14%,-1%,nt,-7%
COc1ccccc1N1CCN(C(=O)Cn2c(=O)[nH]c3ccsc3c2=O)CC1,2%,5,-6%,3%,6%,-4%

# Of the compounds above, 4 have an NH in an aromatic ring:
SMILES,AmpC inh detg,HCMV inh,AmpC no deterg,Sm TGR block,FBPA Giardia inh,AMA1 RON2 block
COCCN(C(=O)CSc1nnc2cc(C)c3ccccc3n12)c1c(N)n(Cc2ccccc2)c(=O)[nH]c1=O,-7%,-94*,-30%,0%,1%,-13%
CC1(C)CCc2cc(-c3ccnc(=S)[nH]3)ccc2O1,0%,?,-35%,2%,15%,69%[activator]
COCCCNS(=O)(=O)c1ccc2[nH]c(=O)[nH]c2c1,2%,-9,19%,-6%,5%,19%
COc1ccccc1N1CCN(C(=O)Cn2c(=O)[nH]c3ccsc3c2=O)CC1,2%,5,-6%,3%,6%,-4%

# Next section.
SMILES,AmpC inh detg,HCMV inh,AmpC no deterg,Sm TGR block,FBPA Giardia inh,AMA1 RON2 block
COc1ccc(NC(=O)Nc2nnc(-c3ccncc3)s2)cc1,-24%,?,-25%,-1%,-9%,18%
Fc1ccc(OCc2nc(-c3ccc(Br)o3)no2)c(F)c1,?,-38,-31%,?,-2%,22%
CCSc1nc2ccccc2n1Cc1nc(N)nc(N(C)C)n1,-3%,25,23%,7%,1%,7%
Cc1ccc(C)c(NC(=O)CSc2nnc([C@@H](N)Cc3c[nH]c4ccccc34)o2)c1,-4%,-31,105%[activator],?,-4%,50%[activator]
CCOC(=O)C1=C(C)N(C)C(C)=C(C(=O)OCC)C1c1ccc(C(=O)OC)cc1,-8%,-26,118%[activator],-28%,7%,-2%
O=C(CCNC(=O)C1CCN(S(=O)(=O)c2ccc(F)cc2)CC1)NC1CC1,-3%,-21,-3%,-20%,-7%,0%
Cc1ccc(OCCn2cc(/C=C(\C#N)C(=O)NCC3CCCO3)c3ccccc32)cc1 (centres undefined),?,-29,48%,7%,4%,-17%
O=C(O)C1C2CCC(O2)C1C(=O)Nc1ccc(O)cc1 (centres undefined),-2%,-5,-26%,?,?,-7%
CCN(CC)CCn1c2c(c(SCC(=O)Nc3ccccc3Cl)nc1=O)CCCC2,-12%,-16,-7%,-12%,nt,-1%
CCOC(=O)c1c(C)oc2cc(Br)c(O)c(Br)c12,?,90,-32%,18%,-7%,-10%
CCn1cnc2c(Nc3cccc(Cl)c3)nc(C#N)nc21,-4%,60,-17%,-23%,nt,nt
COc1ccc(-n2nc(C(=O)NCC(=O)NCCCN3CCOCC3)c3ccccc3c2=O)cc1Cl,-2%,13,47%,-21%,nt,8%
Cc1ccc(C(=O)CSc2nn3c(=O)c(C(C)(C)C)nnc3s2)cc1,0%,3,-15%,-31%,12%,1%
CC(C)(C)CNc1cc(N2CCCC2)ccc1[N+](=O)[O-],3%,1,-17%,7%,1%,-12%
CCOc1ccc(S(=O)(=O)N2CCN(c3ncccn3)CC2)cc1,-12%,-1,7%,2%,12%,4%
OC1(c2ccc(F)cc2)CN(c2ccccc2)C2=[N+]1CCS2 (centres undefined),-7%,53,-27%,-16%,23%,-28%
O=S(=O)(Nc1nccs1)c1ccc(NS(=O)(=O)c2c(F)cc(F)c(Cl)c2F)cc1,nt,-15,-11%,nt,nt,17%
